# C2C12 statin: suppressors of statin myotoxicity in C2C12 myotubes, primary screen, cell-based, single point, plate reader; C2C12 myotubes + simvastatin, ATP luminescence, 48 h; scaled: DMSO 0, geranylgeraniol control 100; rescue of ATP level, % at 7.49 µM; 330,000 tested, 0.78% active; AID 602340, 2012;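 active = mean ATP rescue above about 67%, or every replicate alone reaching that limit, limit read from the data, passing the limit was not always enough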;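 note: myotubes were challenged with 10 µM simvastatin during compound exposure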
# esBAF inh: Bmi1 luciferase reporter increase in mESCs, primary screen, esBAF inhibitor project, mouse ES cells, Bmi1 luciferase knock-in, single point. 24 h; 100% = twice the neutral-well signal. reporter increase, % at 12.5 µM. 350,000 tested, 2% active. AID 602393, 2012; in the data active = activation above about 40%;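 note: 0% = median of the plate's neutral control wells and 100% = double that signal; a rise in the Bmi1 reporter signal indicates esBAF inhibition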
# FN deposit inh: inhibitors of fibronectin matrix deposition, primary screen, AH1F cells, Alexa488-fibronectin fluorescence, plate reader; AH1F fibroblasts, overnight; inhibition, % at 12.6 µM; 350,000 tested, 0.086% active;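 active = mean inhibition across replicates of 30% or more, regardless of how many single replicates reach that level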;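 note: positive control wells lacked labelled fibronectin entirely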
#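 Material: AH1F fibroblasts assembling fluorescent fibronectin matrix; amount: 10000 AH1F cells/well; medium: DMEM, 2% serum; reagent: Alexa488-fibronectin, 24 nM final in well; dosing: single compound dose, delivered by pin transfer; incubation: 1 h adhesion, overnight exposure; detection: fluorescence after three HBSS washes, excitation 485 nm, emission 525 nm; measure: fibronectin deposition inhibition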
# SIRT5 inh: SIRT5 desuccinylase inhibitors, primary screen, biochemical, fluorescence imaging, single point, set 5; NAD-dependent protein deacylase sirtuin-5, mitochondrial (Homo sapiens), Q9NXA8; Purified SirT5, succinyl-peptide AMC, trypsin-coupled fluorescence; inhibition, % at 15 µM; 330,000 tested, 1.1% active; in the data active = inhibition above about 15%
# Target sequence (Q9NXA8 whole entry, looked up): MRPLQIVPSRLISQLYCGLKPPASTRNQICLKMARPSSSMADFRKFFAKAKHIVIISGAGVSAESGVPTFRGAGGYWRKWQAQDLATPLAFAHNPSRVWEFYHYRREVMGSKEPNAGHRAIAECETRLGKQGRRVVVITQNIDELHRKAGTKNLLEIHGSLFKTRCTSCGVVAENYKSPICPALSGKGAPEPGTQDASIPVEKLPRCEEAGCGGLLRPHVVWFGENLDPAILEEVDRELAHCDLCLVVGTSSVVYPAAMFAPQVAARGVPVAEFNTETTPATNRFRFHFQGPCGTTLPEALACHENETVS
# S100A4 inh HTS: inhibitors of S100A4-myosin IIA peptide binding, primary screen, biochemical, fluorescence polarization, TAMRA-MyoIIA peptide | Protein S100-A4 (Homo sapiens), P26447 | inhibition, % at 10.7 µM | 360,000 tested, 0.14% active | AID 652163, 2013;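 active = mean inhibition of at least 70% across replicates, with every replicate also reaching that level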
# Target sequence (P26447 whole entry, looked up): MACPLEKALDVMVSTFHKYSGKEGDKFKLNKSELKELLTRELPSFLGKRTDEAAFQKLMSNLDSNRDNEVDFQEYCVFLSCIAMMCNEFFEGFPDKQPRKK
#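 Material: human S100A4 monomer with TAMRA-labelled myosin IIA peptide; buffer or medium: HEPES pH 7.2 with CaCl2, KCl, NaCl, DTT, Triton; compound dosing: one concentration per compound; schedule: 5 min incubation before reading; benchmarks: neutral control DMSO, positive control TFP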
# CASP6 VEID inh: human caspase-6 inhibitors, primary screen, biochemical, VEID-R110 fluorescence, single point, set 2; purified caspase-6, Z-VEID-R110 cleavage fluorescence; inhibition, % at 12.5 µM; 350,000 tested, 0.53% active; AID 686996, 2013;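 active = mean inhibition across replicates at least about 35%, with every replicate also reaching that limit, limit read from the data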;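 note: 0% = median of neutral control wells and 100% = no fluorescence left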
# Target sequence (P55212 24-179 limits assumed): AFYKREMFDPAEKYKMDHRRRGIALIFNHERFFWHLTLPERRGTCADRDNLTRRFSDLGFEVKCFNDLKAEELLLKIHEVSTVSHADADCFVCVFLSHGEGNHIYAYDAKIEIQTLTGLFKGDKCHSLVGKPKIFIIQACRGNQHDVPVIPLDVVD
# Target sequence (P55212 194-293 limits assumed): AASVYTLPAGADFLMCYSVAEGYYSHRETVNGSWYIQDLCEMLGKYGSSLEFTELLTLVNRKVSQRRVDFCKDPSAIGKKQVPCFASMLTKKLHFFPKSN
# LGR2 inh: inhibitors of bursicon-induced LGR2 CRE-luciferase signal, primary screen, cell-based, HEK293, CRE-luciferase reporter, bursicon stimulation; bursicon-stimulated, 4 h; inhibition, % at 9.99 µM; 380,000 tested, 0.35% active; Drosophila bursicon receptor LGR2 (rickets);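 active = drop in luminescence signal, shown as inhibition above about 50% in the replicate tests, limit read from the data, passing the limit was not always enough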;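 note: agonist challenge used bursicon conditioned medium at about half maximal strength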
# * = called active by the depositor; . = not tested or not shown.
SMILES,C2C12 statin,esBAF inh,FN deposit inh,SIRT5 inh,S100A4 inh HTS,CASP6 VEID inh,LGR2 inh
Cc1cccc(NC(=O)COC(=O)Cc2cccs2)c1C,31,.,-2,-4,-3,-2,-11
CN(/N=C/c1ccc(Cl)cc1)c1ncc(Cl)cc1C(F)(F)F,-3,16,10,0,-9,-1,-13
COc1ccc(OCCSc2ncn[nH]2)cc1,7,9,-7,.,.,.,-12
CC(C(=O)Nc1ccc2c(c1)OCCO2)n1nnc(-c2ccccc2)n1 (stereo not given),.,.,-6,-3,20,2,0
O=C(Nc1ccccc1)c1cc(S(=O)(=O)N2CCOCC2)cs1,-9,1,.,.,.,.,-8
Cc1ccccc1NS(=O)(=O)c1ccc(S(=O)(=O)N2CCCC2)cc1,13,-2,10,2,-4,-1,-4
Cc1ccc(S(=O)(=O)N(C)C[C@H]2Oc3ccc(NC(=O)Cc4ccccc4)cc3CC(=O)N([C@@H](C)CO)C[C@H]2C)cc1,-40,10,.,4,0,-3,-1
CC(=O)N1[C@@H](CO)[C@@H](c2ccc(-c3ccc(F)cc3)cc2)[C@@H]1CNC(=O)C1CC1,8,-1,6,.,.,.,-1
Cc1ccc(SCc2noc(-c3c(C)noc3C)n2)cc1,.,.,9,-1,-4,0,.
COc1ccc(NC(=O)C2(C)CCN2CCc2ccccc2)cc1OC (stereo not given),16,1,-5,-2,6,-1,6
COc1ccc(NC(=O)COC(=O)CNS(=O)(=O)c2ccccc2)cc1OC,.,.,1,-2,1,-1,3
Cc1cc(C(=O)NNC(=O)c2cccs2)c(C)o1,3,-2,-6,3,-6,0,-6
CN(C)C1CN(Cc2cn(Cc3cccc(C(F)(F)F)c3)nn2)S(=O)(=O)C1 (stereo not given),.,.,4,2,7,-2,8
Cc1ccc(S(=O)(=O)Nc2ccc3c(c2)C(=O)N([C@H](C)CO)C[C@H](C)[C@@H](CN(C)C(=O)c2ccccc2)OCCCC[C@@H](C)O3)cc1,.,-3,-9,9,-14,3,13
CC1CCc2c(C(=O)Nc3cccc(-c4nn[nH]n4)c3)csc2C1 (stereo not given),-6,18,.,4,-7,6,-10
COc1ccc(-c2ccc3c(c2)[C@H]2[C@H](CCN2C(=O)c2cccc(F)c2)[C@H](CO)N3)cc1,-14,-4,16,3,21,1,15
Cc1ccc(COCCN2CCN(S(=O)(=O)c3ccc(C)cc3)CCC2=O)cc1,14,-6,6,0,1,7,-7
COc1ccc(CCNC(=O)[C@@]2(Sc3ccc(C)cc3)CC(=O)N(C(C)C)[C@@H]2c2ccc(CO)cc2I)cc1,.,.,.,1,-14,0,.
O=C(O)C1CCN(S(=O)(=O)Cc2ccccc2)CC1,12,-8,3,1,0,-2,2
N#Cc1ccc(-c2ccc3c(c2)[C@@H]2[C@@H](CCN2C(=O)C2CCCC2)[C@H](CO)N3)cc1,.,.,15,-10,6,0,-20
Cn1c(=O)c2c(ncn2CCc2ccccc2)n(C)c1=O,.,.,0,-4,-2,1,-8
CCN(CC)C(=O)c1cccc(-c2csc(C(O)c3ccc(OC)cc3)n2)c1 (stereo not given),5,0,-3,1,-6,1,2
Cc1ccc(C)c(NC(=O)CSc2nnc(-c3ccncc3)n2N)c1,1,2,2,.,.,.,.
CCN(C[C@H]1N[C@@](Cc2ccccc2)(C(=O)OC)[C@H]2C(=O)N(Cc3ccccc3)C(=O)[C@@H]12)C(=O)COc1ccccc1,-11,4,5,-2,-2,-1,3

# In the list so far, these contain an NH in an aromatic ring.
SMILES,C2C12 statin,esBAF inh,FN deposit inh,SIRT5 inh,S100A4 inh HTS,CASP6 VEID inh,LGR2 inh
COc1ccc(OCCSc2ncn[nH]2)cc1,7,9,-7,.,.,.,-12
CC1CCc2c(C(=O)Nc3cccc(-c4nn[nH]n4)c3)csc2C1 (stereo not given),-6,18,.,4,-7,6,-10

# (list continues)
SMILES,C2C12 statin,esBAF inh,FN deposit inh,SIRT5 inh,S100A4 inh HTS,CASP6 VEID inh,LGR2 inh
O=C(Nc1cccnc1)c1cccc(S(=O)(=O)N2CCc3ccccc32)c1,.,.,.,1,3,1,19
COC(=O)C1CN(C(=O)COc2ccccc2)c2ccccc2O1 (stereo not given),1,-1,-2,0,-2,0,0
O=C(c1ccco1)N1CCN=C1SCc1ccc(F)cc1,8,-3,-20,.,-2,0,-5
Cn1cccc1/C=C1\SC(=S)N(NC(=O)c2ccccc2O)C1=O,.,.,16,5,16,9,-1
COc1ccc(OCc2nnc(SCC(=O)NC3CC3)n2C)cc1,-3,1,4,-2,-3,5,12
CO[C@H]1CN(C)C(=O)c2cc(NC(=O)C3CC3)ccc2OC[C@H](C)N(Cc2ccncc2)C[C@H]1C,-1,-7,-5,-5,6,2,-15
CN1OC(COC(=O)c2ccc(Cl)cc2)CC1c1ccccc1 (stereo not given),-2,11,-1,.,.,.,.
CCc1ccc(NC(=O)C(C)OC(=O)CCN2C(=O)C3CC=CCC3C2=O)cc1 (stereo not given),0,27,-1,0,-3,0,21
O=C(c1ccc([N+](=O)[O-])cc1)N1CCN=C1SCc1ccccc1,.,.,-8,-3,-2,-2,23
O=C(CCCn1c(SCc2cccc(F)c2)nc2ccccc2c1=O)NCC1CCCO1 (stereo not given),.,.,.,-4,-4,0,10
C=CCn1c(C)cc(C(=O)COC(=O)/C=C/c2ccc(OC)cc2)c1C,-4,-4,-5,-5,-3,1,-14
COc1ccc(N2C(=O)/C(=C\c3ccco3)N=C2SCC(=O)NC(C)(C)C)cc1Cl,-37,-9,0,-2,0,1,20
O=C(C[C@H]1CC[C@@H]2[C@H](COC[C@@H](O)CN2C(=O)Nc2ccc(Cl)c(Cl)c2)O1)NCc1ccncc1,-18,-3,5,3,16,-7,14
CCSc1nnc(NC(=O)C2CC(=O)N(Cc3ccccc3)C2)s1 (stereo not given),2,7,-7,-5,-3,8,13
Cc1ccc(C(=O)Nc2cccc(C(=O)NCc3ccccc3)c2)o1,4,14,14,.,.,.,3
O=C(CC(c1ccccc1)c1ccccc1)Nc1ccc(Cl)cn1,-22,-29,.,-1,15,-1,-10
COc1ccc(S(=O)(=O)N(C)C[C@H]2Oc3ccc(NS(=O)(=O)c4cccs4)cc3CC(=O)N([C@@H](C)CO)C[C@@H]2C)cc1,-13,1,.,3,-1,2,10
Cc1onc(-c2ccccc2)c1C(=O)Nc1ccc2c(c1)OCCO2,16,-7,.,-4,-4,0,-12
O=C(c1cccc(F)c1)N1CCCCN2[C@H](CO)[C@H](c3ccc(-c4ccc(F)cc4)cc3)[C@H]2C1,.,.,.,-2,16,1,.
O=C(NCCCN=C1NS(=O)(=O)c2ccccc21)c1ccc(S(=O)(=O)N2CCCCC2)cc1,-21,3,1,.,.,.,.
Cc1nc(NC(=O)CSc2nnc(-c3ccncc3)n2C)sc1C,6,-4,-9,-1,-5,8,24
CCN(CC)C(=O)C1CCCN(c2ccc([N+](=O)[O-])cc2)C1 (stereo not given),.,.,0,2,-5,1,-4
COCCNC(=S)N1C[C@H]2CON(C)[C@H]2C[C@H]1c1ccccc1Br,.,.,0,3,-3,-2,-17
O=C(CSc1nnc(Cn2cnc3ccccc32)o1)Nc1cccc2ccccc12,3,-3,4,.,.,.,.

# Not a retest: four of the compounds above.
SMILES,C2C12 statin,esBAF inh,FN deposit inh,SIRT5 inh,S100A4 inh HTS,CASP6 VEID inh,LGR2 inh
Cc1cccc(NC(=O)COC(=O)Cc2cccs2)c1C,31,.,-2,-4,-3,-2,-11
CN(/N=C/c1ccc(Cl)cc1)c1ncc(Cl)cc1C(F)(F)F,-3,16,10,0,-9,-1,-13
COc1ccc(OCCSc2ncn[nH]2)cc1,7,9,-7,.,.,.,-12
CC(C(=O)Nc1ccc2c(c1)OCCO2)n1nnc(-c2ccccc2)n1 (stereo not given),.,.,-6,-3,20,2,0

# Other entries follow.
SMILES,C2C12 statin,esBAF inh,FN deposit inh,SIRT5 inh,S100A4 inh HTS,CASP6 VEID inh,LGR2 inh
O=C(C[C@H]1CC[C@@H]2[C@H](COC[C@@H](O)CN2C(=O)c2cnccn2)O1)NCc1ccccc1,-5,-4,-2,1,3,-1,-6
CCOC(=O)C(Cc1ccc(O)cc1)NC(=O)c1cc2c(cn1)[nH]c1ccccc12 (stereo not given),.,.,6,.,-2,3,7
C[C@H](CO)N1C[C@H](C)[C@@H](CN(C)C(=O)C2CCCCC2)OCCCC[C@H](C)Oc2ccc(NS(=O)(=O)c3ccc(Cl)cc3)cc2C1=O,.,-79,-22,5,-7,0,10
COc1cccc(CNC(=O)c2ccc3c(c2)S(=O)(=O)N=C2CCCCCN23)c1,.,.,3,-4,1,-2,17
COc1ccc(C(=O)Nc2ccccc2C(=O)O)cc1Cl,.,.,-3,-3,-1,3,.
N#C[C@H]1[C@@H](c2ccc(C#Cc3cccc(F)c3)cc2)[C@@H](CO)N1C(=O)C1CC1,-15,0,5,-3,-1,1,5
CC(C)c1cc(CN2CCN(C3CCCC3)C(CCO)C2)[nH]n1 (stereo not given),.,.,-4,2,7,-6,-28
C=CCN1CCc2c(cc(O)c(O)c2Br)[C@@H](c2ccccc2)C1,-2,-1,-10,-2,-3,.,10
O=C(CS(=O)(=O)Cc1ccccc1)NCC1CCCO1 (stereo not given),-16,-3,-1,.,.,.,.
O=C(Cn1nc(Br)nc1Br)c1ccccc1,16,2,0,-4,-1,2,4
CCCNC(=O)N1CC(=O)N2[C@@H](CO)[C@@H](c3ccc(C#Cc4ccc(F)cc4)cc3)[C@@H]2C1,.,.,.,0,-2,-2,-7
C/C=C/c1cnc2c(c1)C(=O)N([C@@H](C)CO)C[C@H](C)[C@H](CN(C)S(=O)(=O)c1ccccc1)O2,26,-3,14,-1,-16,2,6
CC(=O)c1c(C)[nH]c(C(=O)CSc2nnc(-c3ccco3)o2)c1C,.,.,5,.,-2,3,22
COc1ccc2c(CC(=O)Nc3ccccc3N3CCOCC3)coc2c1,.,.,-10,-1,6,0,-8
Cc1ccc(S(=O)(=O)N(C)C[C@H]2OCCCC[C@@H](C)Oc3ccc(NC(=O)NC(C)C)cc3C(=O)N([C@H](C)CO)C[C@@H]2C)cc1,.,-3,1,2,-5,-2,-2
COc1ccc(NC(=O)c2ccc(-c3ccc([N+](=O)[O-])cc3)o2)cc1OC,.,.,-1,3,-6,-1,7
CCn1cnnc1SCC(=O)c1c(N)n(C2CC2)c(=O)[nH]c1=O,1,-7,3,-3,-18,-1,7
COc1ccc(NC(=O)c2cccnc2SC)cc1OC,5,1,.,0,-7,2,2
COc1ccc(S(=O)(=O)NCc2ccco2)cc1NC(=O)c1ccccc1,1,3,4,-2,10,3,15
COc1ccc2c3c([nH]c2c1)[C@H](CO)N(C(=O)Cc1ccccn1)CC31CCN(Cc2ccccn2)CC1,.,.,.,.,-7,0,-15
COc1ccc(C(=O)OCC(=O)Nc2ccccc2)cc1[N+](=O)[O-],.,.,.,2,8,0,15
Cc1nonc1C(=O)N/N=C/c1ccccc1,-2,23,.,1,-1,5,-25
Cc1cc(NS(=O)(=O)c2ccc(NC(=O)c3cccnc3)cc2)nc(C)n1,-17,1,3,-6,1,-1,21
CO[C@@H](CN(C)C(=O)c1ccccc1F)[C@H](C)CN([C@H](C)CO)S(=O)(=O)c1ccccc1,0,-4,-5,3,-1,2,3
NC(=O)CSc1nc2ccccc2c(=O)n1CCc1ccccc1,2,2,6,-4,0,-3,-7
Cc1noc(C)c1S(=O)(=O)Nc1ccc2c(c1)C(=O)N([C@H](C)CO)C[C@H](C)[C@@H](CN(C)Cc1ccc(C(=O)O)cc1)OCCCC[C@@H](C)O2,.,-3,-1,12,5,-3,1
CCCCCN(C(=O)CCC(=O)OCC(=O)NCc1cccc(OC)c1)c1c(N)n(CCCC)c(=O)[nH]c1=O,8,0,-2,-2,2,0,-17

# Assay outcomes (PubChem BioAssay)

# Not all compounds are listed. The share of hits here may be higher or lower than overall.
